S3 lipid droplet: qHTS Assay for Lipid Storage Modulators in Drosophila S3 Cells; hit rate 0.64% among 320,000; Drosophila S3 cells, BODIPY lipid droplet fluorescence, 18-24 h; cells fed with added oleic acid; lipid storage change, negative = inhibition, % at the top dose, mostly 46.1 µM; hits show Potency in µM; AID 2685; active = well fitted inhibition curve with a large enough effect in the signal ratio, with a control signal flat, not every such curve was filed as active; inconclusive = small, poorly fitted or top-dose-only effect, or effect the other way, or a change in a side signal; the % refers to the signal ratio
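Laser-scanning cytometry quantifies lipid droplet accumulation (500–530 nm total intensity; droplet/cell object ratio) in oleic acid-fed (400 uM added) Drosophila S3 cells treated with a concentration series. 20 uM Triacsin C defined 100% inhibition.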
S3 lipid droplet cell count max: second read-out of S3 lipid droplet, no call of its own (marks repeat the call); cell number change, %; measured here: cell count max response;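 cells counted by Cell Tracker Red CMTPX staining in the red channel; peak over a dose series mostly up to 46.1 µM; percent activity relative to internal control wells on each plate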
* = called active by the depositor; i = inactive; ? = inconclusive; · = not tested or not shown. % is scaled to controls: 0 for no effect and ±100 for the full control effect; potency is read from the fitted curve at half-maximal effect.

Start of the data: the first 3 compounds, ahead of the listing:
Below each compound: S3 lipid droplet | S3 lipid droplet cell count max
- Cc1cccc(NC(=O)CSc2nc(NS(=O)(=O)c3ccccc3)cc(=O)[nH]2)c1
→ 5% | 5
- OC(CNCCc1ccc(C(F)(F)F)cc1)COc1ccc2ccccc2c1 (stereo not drawn)
→ ? | ·
- Cc1cc(C)c2nc(N3C(=O)C(O)=C(C(=O)c4ccco4)C3c3cccc(O)c3)sc2c1 (stereo not drawn)
→ ? | ·

The whole of this part (from the top)
Below each compound: S3 lipid droplet | S3 lipid droplet cell count max
- Cc1cccc(NC(=O)CSc2nc(NS(=O)(=O)c3ccccc3)cc(=O)[nH]2)c1
→ 5% | 5
- OC(CNCCc1ccc(C(F)(F)F)cc1)COc1ccc2ccccc2c1 (stereo not drawn)
→ ? | ·
- Cc1cc(C)c2nc(N3C(=O)C(O)=C(C(=O)c4ccco4)C3c3cccc(O)c3)sc2c1 (stereo not drawn)
→ ? | ·
- COc1ccccc1CN1CC(C(=O)NCc2nccn2C)CCC1=O (stereo not drawn)
→ ? | ·
- COCCOC(=O)c1sc(=S)n(CCOC)c1N
→ ? | ·
- CCOC(=O)N1CCC(Nc2ncnc3c2cnn3-c2ccc(Cl)cc2)CC1
→ ? | ·
- Cc1nn2c(C)c(C(=O)Nc3ccccc3)cnc2c1C#N
→ ? | ·
- Cc1cccc(NC(=O)C2CCCN2C(=O)OCC(C)C)c1 (stereo not drawn)
→ ? | ·
- COc1cc(/C=C/C(=O)OCC(=O)N(C)CC(=O)Nc2ccc(F)cc2)ccc1OC(F)F
→ ? | ·
- CN(C)S(=O)(=O)c1ccc(NC=C(C#N)C#N)cc1
→ -23% | -16
- c1ccc2sc(NC3=NCN(CC4CCCO4)CN3)nc2c1 (stereo not drawn)
→ -2% | 5
- Cc1ccc([N+](=O)[O-])cc1NC(=O)CSc1nncc2ccccc12
→ i | -5
- Cc1c(C(=O)N2CCCCCC2)oc2ccccc12
→ ? | ·
- O=C1Cc2cc(NS(=O)(=O)c3ccc(F)cc3)cc3c2N1CCC3
→ ? | ·
- CN1C(=O)C(C)(C)c2cc(S(=O)(=O)NCC(=O)NCc3ccccc3)ccc21
→ ? | ·
- COc1cc(C(=O)N2CCN(S(=O)(=O)c3ccc(C)cc3)CC2)ccc1OCc1c(C)noc1C
→ 14% | -9
- O=C(O)c1ccccc1C(=O)Nc1ccc(S(=O)(=O)Nc2nccs2)cc1
→ 14% | 8
- CC(=O)N1CCCc2cc(S(=O)(=O)Nc3ccc(C)cc3C)ccc21
→ -6% | 20
- CC(NS(=O)(=O)c1ccccc1)C(c1cccs1)N1CCN(c2ccccc2)CC1 (stereo not drawn)
→ ? | ·
- NC(=O)c1cccnc1Oc1ccccc1
→ ? | ·

Below each compound: S3 lipid droplet | S3 lipid droplet cell count max
- COCCn1c(SCC(=O)N2CC(=O)Nc3ccccc32)nc2ccccc2c1=O
→ 6% | ·
- CCOC(=O)CN1NC2(CCCCC2)NC1=S
→ ? | ·
- COc1ccccc1N(CC(=O)NCc1ccccc1)S(C)(=O)=O
→ ? | ·
- O=C(Nc1nc2ccc(Oc3ccccc3)cc2s1)c1cc([N+](=O)[O-])ccc1N1CCOCC1
→ ? | ·
- COc1ccc(C(=O)N2CCCc3ccccc32)cc1Br
→ ? | ·
- COc1cccc2c1OC[C@@H](CO)[C@H]2N(C)C(=O)Nc1ccc(Cl)cc1Cl
→ -8% | -3
- C[C@H](NC(=O)c1ccc(C(C)(C)C)cc1)C(=O)N1CCC2(CC1)NCCc1[nH]cnc12
→ 27% | ·
- Cc1ccc2c(c1)c1ccc3c(c1n2C)C(=O)C=CC3=O
→ ? | ·
- Fc1ccc2c(c1)C(c1ccncc1)=NNC(c1ccc(Br)cc1)=N2
→ 5% | 0
- O=C(O)CCCn1c(=O)c2cccn2c2ccc(F)cc21
→ ? | ·
- COc1ccc(C2=NNC(c3cccnc3)=Nc3ccccc32)cc1
→ -8% | -2
- O=C(NCc1cccnc1)c1ccc(COc2cccc3ccccc23)o1
→ 14% | -13
- Cc1ccc(-c2ccc3nnc(SCC(=O)NCC4CCCO4)n3n2)cc1 (stereo not drawn)
→ 0% | 8
- N#Cc1nc(-c2cccs2)oc1NCc1ccc(Cl)cc1
→ i | ·
- COc1ccc(OC)c(NC(=O)c2cc(-c3cc(C)ccc3O)n[nH]2)c1
→ ? | ·
- Cc1ccc(-n2cc3c(-c4cccc(Br)c4)nnc(C)c3n2)cc1
→ ? | ·
- COCCNC(=O)CSc1nc2ccccc2c2nc(C)nn12
→ ? | ·
- CC1(C)C(=O)Nc2ccccc2N1C(=O)COC(=O)COc1ccc(C#N)cc1
→ ? | ·
- Cc1c(C(=O)NCc2cccnc2)sc2nc(-c3ccc(F)cc3)cn12
→ ? | ·
- COc1ccc(C2C3=C(CCCC3=O)Nc3ccc4ncccc4c32)cc1OC (stereo not drawn)
→ 8% | 17

Rewritten with tabs: three of the compounds above
Structure	S3 lipid droplet	S3 lipid droplet cell count max
N#Cc1nc(-c2cccs2)oc1NCc1ccc(Cl)cc1	i	·
O=C(NCc1cccnc1)c1ccc(COc2cccc3ccccc23)o1	14%	-13
O=C(Nc1nc2ccc(Oc3ccccc3)cc2s1)c1cc([N+](=O)[O-])ccc1N1CCOCC1	?	·

The list goes on:
Below each compound: S3 lipid droplet | S3 lipid droplet cell count max
- Cc1cc(C)n2nc(SCc3ccccc3)nc2n1
→ 8% | 11
- NS(=O)(=O)c1ccc(-c2ccc(C=NC3CCS(=O)(=O)C3)o2)cc1 (stereo not drawn)
→ ? | ·
- O=Cc1cn(-c2ccccc2)nc1-c1cccnc1
→ ? | ·
- CCOC(=O)C1=C(C)NC(=S)N(C(C)=O)C1c1ccc(Cl)cc1 (stereo not drawn)
→ ? | ·
- COc1ccc(CN2CCCC(C(=O)c3ccc(Cl)cc3)C2)cc1Cn1cncn1 (stereo not drawn)
→ 11% | 25
- CN1c2ccccc2C(C)(C)C12C=Nc1c(cc(N3CCOCC3)c3ccccc13)O2 (stereo not drawn)
→ ? | ·
- Cc1ccc2nc(SC(C(=O)Nc3ccc(F)cc3)c3ccccc3)[nH]c2c1 (stereo not drawn)
→ ? | ·
- CC(C)c1ccc(N(CC(=O)NCC2CCCO2)C(=O)CCC(=O)Nc2nccs2)cc1 (stereo not drawn)
→ ? | ·
- CCN(CC(=O)Nc1cc(Cl)ccc1C)C(=O)CSCc1ccc(C)cc1
→ ? | ·
- Cc1cccc(NC(=S)NC2CC3CCCC(C2)N3CC(C)C)c1C (stereo not drawn)
→ 7% | 17
- CCOc1ccc(N2C(=O)CC(NCc3ccc(F)cc3)C2=O)cc1 (stereo not drawn)
→ ? | ·
- COc1ccc2nc(Nc3nc(-c4cc5ccccc5oc4=O)cs3)sc2c1
→ ? | ·
- COCCN(C(=S)Nc1ccc(OC)c(Cl)c1)C1CCN(C(C)C)CC1
→ 0% | 7
- Cc1oc2ccc(OCc3ccccc3F)cc2c1C(=O)O
→ 22% | 8
- O=C(Nc1nc2nccc(-c3ccccc3)n2n1)c1ccccc1
→ 0% | ·
- COC(=O)CNc1c(-c2ccccc2)nc2ccc(Br)cn12
→ ? | ·
- O=C1C(Cc2ccccc2)S/C(=N/N=C/c2ccco2)N1c1ccccc1 (stereo not drawn)
→ 8% | 2
- C=CCn1c(=O)c(C(=O)NCc2ccccc2Cl)c(O)c2ccccc21
→ ? | ·
- CCCn1ncc2c(Nc3ccc(C)c(C)c3)ncnc21
→ ? | ·
- CN(CC(=O)NCCc1ccccc1)S(=O)(=O)c1cccc2nsnc12
→ -8% | -4

Below each compound: S3 lipid droplet | S3 lipid droplet cell count max
- CN1N=C(C(=O)Nc2ccc3c(c2)CCC3)CCC1=O
→ -17% | 7
- CCOC(=O)c1c(C(=O)OCC)c(C)n(CCc2ccccc2)c1C
→ 28% | 5
- COC(=O)N1CCN(S(=O)(=O)c2ccc(F)cc2)CC1
→ -1% | -3
- Cc1ccc(OCCCN2CCCC2)c(C)c1
→ ? | ·
- O=C(O)c1cccnc1SCC(=O)N1CCCc2ccccc21
→ -5% | 11
- COc1ccc(NC(=O)c2ccc(NC(=O)C3CC3)cc2)cc1
→ -7% | 24
- CC(C)n1c(/C=C/c2ccccc2)nc2ccccc21
→ -2% | 7
- CNc1cc(C)c(C#N)c2nc3ccccc3n12
→ i | -19
- CCC1=C(OC(=O)N(CC)CC)N2C(=O)OC(=NCc3ccccc3)[C@]2(C)[C@H]2C1=CC[C@H]1C(=O)N(c3ccccc3)C(=O)[C@H]12
→ 10% | 12
- Cc1ccccc1-n1nc(C)c2cc(C(=O)NCc3cccnc3)sc21
→ ? | ·
- Cn1c(=O)oc2cc(S(=O)(=O)NCCC(=O)N3CCN(c4ccccc4F)CC3)ccc21
→ ? | ·
- CCC1(C)CC(CCNS(=O)(=O)c2ccc(C)cc2)(c2ccc(C)cc2)CCO1 (stereo not drawn)
→ -5% | -8
- COc1ccc(Br)c(OC)c1C(=O)NC(=O)Nc1nc(C)cc(C)n1
→ 9% | 17
- CCN(CC)S(=O)(=O)c1ccc(OC)c(NS(=O)(=O)c2ccc(F)cc2)c1
→ ? | ·
- O=c1ccc2cc(S(=O)(=O)N3CCN(c4ccc(Cl)cc4)CC3)ccc2o1
→ ? | ·
- O=C(CN1C(=O)NC2(CCCC2)C1=O)OCc1cc(=O)n2cc(Br)ccc2n1
→ 4% | 8
- Cc1csc2ncc(C(=O)Nc3cccc(C(F)(F)F)c3)c(=O)n12
→ ? | ·
- OC1CCCN(c2c3c(nc4cc(-c5cccc(F)c5)nn24)CCCC3)C1 (stereo not drawn)
→ -23% | 7
- CC(C)(C)NC(=O)C(c1ccc(O)cc1)N(C(=O)Cn1nnc(-c2ccc(F)cc2)n1)c1ccccc1F (stereo not drawn)
→ 4% | 7
- COCC1CCCN(C(=O)c2ccc(OC3CCN(Cc4ccccn4)CC3)cc2)C1 (stereo not drawn)
→ 2% | -5

Below each compound: S3 lipid droplet | S3 lipid droplet cell count max
- CCN(CC(=O)Nc1ccccc1OC)CC(=O)Nc1sccc1C#N
→ ? | ·
- O=C(NCc1cccnc1)C(=O)Nc1nc(C23CC4CC(CC(C4)C2)C3)cs1
→ ? | ·
- CCC1CCCCN1C(=O)CCCOc1ccccc1 (stereo not drawn)
→ ? | ·
- CCCCNC(=O)CSc1nnc(NC(C)=O)s1
→ ? | ·
- COc1ccc(N(C)C(=O)c2ccc3nc(-c4ccccc4)c(-c4ccccc4)nc3c2)cc1
→ -19% | -7
- C=CCSc1[nH]c(=O)cc(C)c1C(N)=O
→ ? | ·
- CC(C)Oc1ccc(CN2CCC(n3nccc3NC(=O)C3CC3)CC2)cc1
→ -2% | 22
- Cc1ccc(C(=O)N2CCN(S(=O)(=O)c3ccccc3[N+](=O)[O-])CC2)o1
→ ? | ·
- CCC1(CC)NC(=O)N(CC(=O)N2CCN(S(=O)(=O)c3cccc(F)c3)CC2)C1=O
→ 9% | 12
- COc1cc2c(cc1OC)CN(C(=O)COc1ccccc1[N+](=O)[O-])CC2
→ -8% | 12
- CC(C)(C)c1ccc(S(=O)(=O)N2CCN(Cc3cc4c(cc3O)OCO4)CC2)cc1
→ ? | ·
- Cc1ccc(S(=O)(=O)N2CCN(C(=O)COC(=O)c3oc4ccccc4c3C)CC2)cc1
→ ? | ·
- CCN1CCCC1CN(Cc1cc2ccc(C)cc2[nH]c1=O)C(=S)Nc1ccccc1C(=O)OC (stereo not drawn)
→ 18% | 8
- C=CCn1cnc2c(sc3nc(C)cc(C)c32)c1=O
→ ? | ·
- CCNc1nc(NCC)nc(NS(=O)(=O)c2ccc(N)cc2)n1
→ -16% | -18
- COc1cccc(C(=O)Nc2ccccc2)c1
→ ? | ·
- Cc1nc(N2CCN(S(=O)(=O)c3ccc(F)cc3)CC2)c2c(-c3cccs3)csc2n1
→ 10% | ·
- COCCNC(=O)NC(=O)COC(=O)C1(c2ccc(Cl)cc2)CC1
→ ? | ·
- NC(=S)N=Nc1c(O)n(CCCl)c2ccccc12
→ ? | ·
- Cc1ccc(S(=O)(=O)N(C)CC(=O)N2CCCc3ccccc32)cc1
→ ? | ·

Below each compound: S3 lipid droplet | S3 lipid droplet cell count max
- CCN(CC)Cc1c(O)ccc2c([N+](=O)[O-])c(C)n(-c3ccc(OC)cc3)c12
→ 0% | -1
- CCOC(=O)c1ccc(NC(=O)CSc2nnnn2C2CCCCC2)cc1
→ 4% | 0
- CC(C)c1ccc(S(=O)(=O)N2CCC(C(=O)NCC3(N(C)C)CCCCC3)CC2)cc1
→ 16% | 8
- O=C(c1cnn2c(C(F)F)cc(C3CC3)nc12)N1CCOCC1
→ ? | ·
- CC1CC(=O)N(CC(=O)N2CCCC2)c2ccccc2S1 (stereo not drawn)
→ i | ·
- CCOc1ccc(Nc2nc(N3CCCCC3)nc(N3CCCCC3)n2)cc1
→ ? | ·
- O=C(NCc1cccs1)C12CC3CC(CC(C3)C1)C2
→ 0% | 7
- Nn1c(SCc2ccc(F)cc2)nnc1-c1ccncc1
→ 5% | 10
- CCCC(c1nnnn1CC1CCCO1)N1CCN(c2nc3ccccc3s2)CC1 (stereo not drawn)
→ -1% | -13
- COC(=O)C1(Cc2ccc(O)c(CC3OC3(C)C)c2)OC(=O)C(O)=C1c1ccc(O)cc1 (stereo not drawn)
→ -3% | 7
- CC(=O)N=Nc1[nH]c(N)c2ccccc12
→ ? | ·
- COC(=O)C1=C(C)NC(C)=C(C(=O)OC)C1C(=O)OCC(=O)c1ccc(F)cc1
→ ? | ·
- Cc1ccc(-n2cc(CNCCN3CCOC3=O)c(-c3ccc(F)cc3)n2)cc1
→ 9% | 4
- COC(=O)C1=C(C)NC(=O)C1(Nc1ccc(Cl)cn1)C(F)(F)F (stereo not drawn)
→ ? | ·

Screening data: PubChem BioAssay, National Center for Advancing Translational Sciences (NCATS)

An excerpt; rates above refer to the full screens.
